# aDG glyco act = increases alpha dystroglycan glycosylation. activation, % at 10 µM. 360,000 compounds, 0.22% hits. Pro5-aDG cells, alpha-DG glycosylation AlphaScreen (IIH6); 0% Pro5, 100% B10-LARGE cell signal. AID 624168;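 active = activation of at least 8% versus controls, or a plate z-score of at least 8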;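 note: Pro5 are CHO cells carrying HIG-tagged alpha-DG that lacks glycosylation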
# ABCB6 inh 2 = blocks the human ABCB6 transporter. Q9NP58. K562-ABCB6 porphyrin accumulation, flow cytometry, 1 h; active compounds read low. fluorescence ratio to DMSO, % at 10 µM. 360,000 compounds, 0.19% hits;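 active = fluorescence ratio to DMSO below 75%, the collection mean minus 3 SD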;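 note: signal is porphyrin accumulated inside mitochondria; 100% equals median channel fluorescence of DMSO control wells; lower ratio means ABCB6 inhibition with less porphyrin fluorescence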
# Target sequence (Q9NP58 whole entry, looked up): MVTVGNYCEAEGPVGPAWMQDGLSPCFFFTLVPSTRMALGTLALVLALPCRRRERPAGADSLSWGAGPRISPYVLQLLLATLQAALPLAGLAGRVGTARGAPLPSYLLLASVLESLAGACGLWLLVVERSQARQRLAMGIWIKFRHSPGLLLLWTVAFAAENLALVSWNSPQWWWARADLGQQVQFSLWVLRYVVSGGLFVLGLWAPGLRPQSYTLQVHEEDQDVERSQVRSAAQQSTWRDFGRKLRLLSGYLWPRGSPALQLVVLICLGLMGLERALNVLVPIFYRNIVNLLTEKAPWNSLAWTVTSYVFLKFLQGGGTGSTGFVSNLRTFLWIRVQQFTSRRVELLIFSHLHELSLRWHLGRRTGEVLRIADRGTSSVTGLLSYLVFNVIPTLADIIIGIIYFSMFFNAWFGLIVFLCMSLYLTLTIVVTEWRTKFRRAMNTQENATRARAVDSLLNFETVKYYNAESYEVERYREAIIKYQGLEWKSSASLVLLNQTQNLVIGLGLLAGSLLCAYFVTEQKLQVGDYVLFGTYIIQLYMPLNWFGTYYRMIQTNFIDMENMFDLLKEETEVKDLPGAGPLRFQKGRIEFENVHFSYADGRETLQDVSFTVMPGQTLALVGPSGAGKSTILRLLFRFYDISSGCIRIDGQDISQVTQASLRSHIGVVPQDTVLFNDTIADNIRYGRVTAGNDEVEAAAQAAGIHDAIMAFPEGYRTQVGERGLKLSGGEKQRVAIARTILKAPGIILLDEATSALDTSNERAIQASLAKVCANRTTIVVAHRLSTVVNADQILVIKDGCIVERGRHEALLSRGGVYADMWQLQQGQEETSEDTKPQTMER
# MC4R barr agon = agonists of human melanocortin 4 receptor (MC4R) beta-arrestin; 360,000 compounds, 0.98% hits; P32245; U2OS MC4R beta-arrestin complementation, luminescence; percent of melanotan II response, DMSO zero; activation, % at 8.9 µM; AID 540308;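 active = activation above a per-plate cutoff, the mean activation of sample wells on that plate plus 3 SD, cut at about 8% in these data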
# MC4R antag cAMP = blocks human MC4R cAMP signaling; MC4R-expressing cells, MTII-stimulated cAMP, LANCE TR-FRET; inhibition, % at 6.5 µM; 360,000 compounds, 0.48% hits; AID 540295;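 active = inhibition above its plate's cutoff, the mean of tested wells on that plate plus 3 SD, cut at about 29% in these data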;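 note: 0% = Melanotan II alone and 100% = Melanotan II plus saturating MCL0020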
#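 system = U2OS cells with stable human MC4R expression | also added = Melanotan II challenge after compound preincubation | dosing = one concentration, 6.5 µM nominal | incubation = compound 30 min, challenge 1 h, detection 1 h | measured by = TR-FRET with Eu-cAMP and labeled anti-cAMP, 671 nm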
# hiPSC survival = increases survival of single human iPS cells; 360,000 compounds, 0.044% hits; survival enhancement, % at 20 µM; AID 602274; hiPSC single-cell survival, ATPlite luminescence; 100% = ROCK inhibitor wells, 0% = DMSO; in the data active = survival enhancement above about 18%;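 note: cells exposed to compounds for 16 hours before the ATP read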
# Cardio protect = modulators protecting cardiomyocytes from myocardial damage | AID 588492 | 360,000 compounds, 0.63% hits | protection from H2O2 cell death, % at 20 µM | H9c2 cardiomyocytes, H2O2 injury protection, ATPLite, 2 h;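 active = compounds giving at least 50% protection of heart cells from peroxide-induced death in the single-dose screen, raw or plate-pattern-corrected value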;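 note: 0% = DMSO wells with peroxide and 100% = DMSO wells without peroxide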
# ABHD5-PLIN5 inh = inhibitors of human ABHD5-perilipin-5 interaction | Q00G26+Q8WTS1 | 360,000 compounds, 0.78% hits | inhibition, % at 4 µM | Split G. princeps luciferase complementation, luminescence, 4 h | AID 602281;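 active = inhibition above the mean inhibition across every tested compound plus 3 SD, cut at about 22% in these data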;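 note: 0% = DMSO only wells and the 100% control is not disclosed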
# Granule exo inh = lytic granule exocytosis inhibition | inhibition, % at 10 µM | TALL-104 LAMP-1 surface exposure, flow cytometry; cells stimulated with thapsigargin and PMA | AID 651702 | 360,000 compounds, 0.66% hits;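 active = inhibition above about 55%, limit read from the data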
# N-glyco inh = N-linked glycosylation inhibition; D54 ERlucT glycosylation luciferase reporter, 24 h; percent of 100 nM tunicamycin response; reporter increase, % at 12.5 µM; 360,000 compounds, 0.23% hits; AID 588692;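 active = mean luciferase reporter signal, scaled so untreated is 0 and the glycosylation-blocking control 100, at or above a set limit in every replicate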;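 note: luciferase carries N-glycosylation sites so blocking glycosylation raises the light; 0% = median of neutral control wells and 100% = median of 100 nM tunicamycin wells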
# HTR2A ag = agonists of mouse serotonin 5-HT2A receptor (HTR2A) | CHO-K1 mHTR2A beta-arrestin complementation, luminescence; percent of 30 µM serotonin response | activation, % at 7.6 µM | 360,000 compounds, 0.66% hits;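 active = activation above a run cutoff, the mean activation of all tested compounds plus 3 SD, cut at about 14% in these data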;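 note: 0% = plate median of compound wells and 100% = 30 µM serotonin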
# The depositor's hits bear a star; nt = not tested or not shown.
# Below each SMILES: aDG glyco act, ABCB6 inh 2, MC4R barr agon, MC4R antag cAMP, hiPSC survival, Cardio protect, ABHD5-PLIN5 inh, Granule exo inh, N-glyco inh, HTR2A ag
Cc1ccc(C(=O)O)cc1-n1c(=O)n(Cc2ccccc2)c(=O)c2[nH]cnc21
 : 0.1, 106, 2.0, 17, -0.5, 0, -12, -7, 0, -5
CCCc1ccc(C(O)c2ncc(-c3ccccc3C)[nH]2)cc1 (stereo not drawn)
 : -0.2, 89, 0.2, -3, -2.6, -7, 3, 2, -2, -3
COc1ccc(-n2c(C)cc(C(=O)CSc3nn4c(=O)c(C(C)(C)C)nnc4s3)c2C)cc1
 : 0.2, 93, -2.2, -1, -0.4, -7, -7, 5, 4, 1
COc1ccc(NC(=O)c2cc(=O)[nH]c3ccccc23)cc1
 : 0.0, 97, -1.4, 4, -0.1, 0, 7, 1, -2, 1
CSc1nsc2nc(=O)c(/C=C3\C(C)=Nc4ccccc43)c(N)n12
 : -0.3, 106, -0.2, 4, -0.1, 3, -4, 3, 1, -2
CCOc1ccccc1/C=C/c1onc(C)c1S(=O)(=O)N1CCC(C(=O)NC(C)(C)C)CC1
 : 0.1, 97, 0.6, 3, 0.4, -9, 8, -3, -1, -2
CCN(C(C)=O)c1ccc(Oc2nc(OC)cc(OC)n2)cc1
 : 0.0, 86, -1.1, 5, -1.5, -3, 2, -7, 2, 4
O=C1CC(N2CCN(c3ccccc3O)CC2)C(=O)N1Cc1ccccc1 (stereo not drawn)
 : -0.1, 98, -1.6, -8, -0.3, 10, 6, -2, 0, 7
CCC(CO)Oc1cc(NCc2ccc(C(C)(C)C)cc2)c2ncn(C(C)C)c2c1 (stereo not drawn)
 : 5.2*, 100, 0.5, 1, -1.3, -21, -5, 0, -6, 8
CC(C)(C)c1ccc(C(=O)Nn2c(CCC(=O)O)ccc2-c2cccs2)cc1
 : -0.1, 98, -1.9, 8, -1.1, -10, 2, -1, 1, 1
O=C(c1ccccc1)c1ccc(Oc2ccc(C(=O)O)c(C(=O)O)c2)cc1
 : 0.0, 85, -2.6, 0, -0.3, -7, 0, -1, 3, 4
N/C(=N\OC(=O)Cc1ccc(Cl)cc1)c1cccnc1
 : 0.2, 101, 2.3, 12, -0.3, -2, 0, 0, -4, -1
O=C(CC1SC(N2CCCCC2)=NC1=O)Nc1ccc(C(=O)NCc2ccccc2)cc1 (stereo not drawn)
 : 0.1, 94, -1.4, 9, 0.4, -2, 1, -3, -2, 2
Nc1ccc(C(=O)Nc2nccs2)cc1
 : 0.0, 90, 2.0, -3, -0.7, -12, 4, 1, 2, 10
O=C(CSc1nc(-c2ccccc2)cs1)NCCCN1CCCC1=O
 : 0.3, 100, -1.9, -1, 1.2, -7, -7, -9, 0, 4
Cc1noc(C)c1C(=O)N(CC(=O)NC1CCCC1)Cc1ccccc1F
 : 0.1, 103, 1.7, -2, -0.7, -7, -1, -2, 1, 0
Cc1ccc(CNC(=O)C2CCC(=O)N(Cc3cccc(F)c3)C2)s1 (stereo not drawn)
 : -0.2, 99, -0.7, 4, 1.4, 0, -1, -2, 0, 4
CC1C(=O)N(Cc2cn(Cc3ccco3)nn2)CCS(=O)(=O)N1Cc1ccc(-c2ccccc2)cc1 (stereo not drawn)
 : -0.3, 99, -1.9, 8, -2.7, -24, 13, -1, -3, 4
COc1ccc(OC)c(C2/C(=C(\O)c3ccc4c(c3)OCCO4)C(=O)C(=O)N2CC2CCCO2)c1 (stereo not drawn)
 : -0.3, 99, -1.7, 12, 0.0, 5, -3, 2, 0, -1
Cc1nn(-c2ccccc2)c(Cl)c1/C=C1\SC(=S)N(CCCCCC(=O)O)C1=O
 : 0.1, 96, -1.2, 11, -0.7, -6, -1, -3, 2, 4
COc1ccc(NC(=O)CSc2nc3ccccc3nc2N2CCOCC2)c(OC)c1
 : -0.2, 101, 0.3, 0, 1.6, 12, 1, 4, -2, 16*
CC(C)CC1C2C(=O)N(c3ccccc3)C(=O)C2ON1c1ccccc1 (stereo not drawn)
 : 0.0, 99, -1.4, -2, -0.8, 4, 4, -4, 1, 5
S=c1nc2ccccc2c2nc(-c3ccccc3Cl)[nH]n12
 : 0.0, 88, -2.2, -3, 0.4, 1, -3, -9, -1, 1
COc1ccccc1N1CCN(Cc2ccc(OC)c(OC)c2OC)CC1
 : 0.2, 85, -1.4, 8, -1.4, 6, -1, -4, 4, -5
CC(=O)N1CCN(c2ccc(NC(=O)C(C)Oc3ccc(Cl)cc3Cl)cc2)CC1 (stereo not drawn)
 : 0.2, 103, -1.1, 1, 3.0, -2, 7, -5, 1, 1
Cc1ccc2c(c1)-c1cc(C)nn1C(c1sccc1C)N2 (stereo not drawn)
 : 0.0, 94, 5.4, -4, 0.1, -9, 10, -3, -2, 9
COCCN(CC(=O)Nc1ccccc1C)S(=O)(=O)c1ccc(S(=O)(=O)N2CCCC2)cc1
 : -0.1, 88, -3.5, 13, -1.2, 2, 3, 0, 0, 1
NC(=O)CSc1nnc2ccc(-c3ccc(Cl)cc3)nn12
 : 0.3, 101, -1.3, 2, -0.4, 37, -2, 2, 6, 1
O=C(CN1C(=O)NC2(CCCC2)C1=O)N1CCN(c2ccccc2Cl)CC1
 : 0.2, 101, -4.6, 6, -0.5, -2, 5, 18, 0, -4
O=C(CCCN1C(=O)/C(=C\c2ccccc2)SC1=S)Nc1ccccc1O
 : 0.1, 96, 7.2, -4, 0.4, -6, 0, -2, -1, 0

# Exported bar-delimited: entries from further up.
SMILES | aDG glyco act | ABCB6 inh 2 | MC4R barr agon | MC4R antag cAMP | hiPSC survival | Cardio protect | ABHD5-PLIN5 inh | Granule exo inh | N-glyco inh | HTR2A ag
Cc1ccc(CNC(=O)C2CCC(=O)N(Cc3cccc(F)c3)C2)s1 (stereo not drawn) | -0.2 | 99 | -0.7 | 4 | 1.4 | 0 | -1 | -2 | 0 | 4
CC1C(=O)N(Cc2cn(Cc3ccco3)nn2)CCS(=O)(=O)N1Cc1ccc(-c2ccccc2)cc1 (stereo not drawn) | -0.3 | 99 | -1.9 | 8 | -2.7 | -24 | 13 | -1 | -3 | 4
S=c1nc2ccccc2c2nc(-c3ccccc3Cl)[nH]n12 | 0.0 | 88 | -2.2 | -3 | 0.4 | 1 | -3 | -9 | -1 | 1
CC(=O)N1CCN(c2ccc(NC(=O)C(C)Oc3ccc(Cl)cc3Cl)cc2)CC1 (stereo not drawn) | 0.2 | 103 | -1.1 | 1 | 3.0 | -2 | 7 | -5 | 1 | 1
Cc1noc(C)c1C(=O)N(CC(=O)NC1CCCC1)Cc1ccccc1F | 0.1 | 103 | 1.7 | -2 | -0.7 | -7 | -1 | -2 | 1 | 0
COc1ccc(NC(=O)CSc2nc3ccccc3nc2N2CCOCC2)c(OC)c1 | -0.2 | 101 | 0.3 | 0 | 1.6 | 12 | 1 | 4 | -2 | 16*

# Next part.
# Below each SMILES: aDG glyco act, ABCB6 inh 2, MC4R barr agon, MC4R antag cAMP, hiPSC survival, Cardio protect, ABHD5-PLIN5 inh, Granule exo inh, N-glyco inh, HTR2A ag
Cc1ccc(C(=O)NCC2CCCO2)cc1N1CCCC1=O (stereo not drawn)
 : -0.4, 91, -0.9, 13, 0.2, 0, 0, 0, 0, -1
O=C(O)/C=C/c1cn(-c2ccccc2)nc1-c1ccccc1
 : -0.1, 111, 0.6, 25, -0.3, 8, 2, 0, 1, 2
Cc1cccc(OS(=O)(=O)NC(=O)OCC2CCCN3CCCCC23)c1 (stereo not drawn)
 : 0.5, 94, -0.5, 11, 1.1, 0, 7, 1, 1, -2
FC(F)(F)c1ccccc1Cc1c(C2CCCCC2)nc2c3ccccc3ccn12
 : -0.1, 108, nt, nt, 0.2, -7, -5, 9, 2, 4
Cc1ccc(S(=O)(=O)N/N=c2\sc3ccccc3n2C)cc1
 : -0.1, 87, 3.5, 1, 7.6, 0, -3, 3, 2, -2
c1ccc(CCn2nnnc2CN2CCN(C3CCCC3)CC2)cc1
 : -0.2, 88, -1.7, 5, -0.8, 4, 2, 0, -2, 1
CCSC(C)CC1CC(=O)CC(=O)C1 (stereo not drawn)
 : -0.1, 98, -1.3, 3, -0.4, 2, -4, -1, 1, 1
Cc1cc(C)nc(/N=C(\N)Nc2ccc(F)c([N+](=O)[O-])c2)n1
 : 1.2, 100, 0.1, -5, -1.2, 6, -3, -3, 5, 2
O=C(NCCC(=O)N1CCCC(C(F)(F)F)C1)c1ccccc1Cl (stereo not drawn)
 : -0.3, 101, -1.8, 5, -0.1, 3, 0, 0, 2, -5
CCn1cc(C(=O)O)c(=O)c2cc(F)c(N3CCN(C(=S)NC(=O)c4ccc(Br)cc4)CC3)cc21
 : -0.1, 83, -1.3, -7, 0.7, -1, 3, 0, 0, 0
COc1ccc(C(=O)N(C)[C@H]2C[C@H]3c4[nH]c5ccccc5c4CCN3C(=O)[C@H]2CO)cc1
 : 0.0, 93, -0.9, 11, 1.7, -2, 3, -8, 4, 1
NC(CO)c1cn([C@@H](CCC(=O)O)C(=O)N2CCNCC2)nn1 (stereo partly drawn)
 : -0.1, 90, -1.3, -7, 0.0, 9, 1, 0, 1, 10
O=C(Cn1cnc2c(OCc3ccccc3)ncnc21)NCc1nc2ccccc2[nH]1
 : -0.1, 96, -0.8, 8, -2.0, 6, -2, 3, 1, -2
COc1cc(C(c2sc3nc(C)nn3c2O)N2CCC3(CC2)OCCO3)cc(OC)c1OC (stereo not drawn)
 : 0.1, 100, -3.1, 0, -1.4, 3, 0, -6, 5, 1
Cc1ccc(CNn2cn[nH]c2=S)cc1
 : -0.1, 95, -3.5, 1, -0.2, 9, 3, 3, 0, -1
Nc1ccc(C(=O)c2ccccc2C(=O)O)cc1Cl
 : -0.2, 102, -0.2, 1, -0.7, 1, -4, 1, 1, -3
CCc1nc(NCC2CCCN2CC)c2nnn(Cc3ccccc3F)c2n1 (stereo not drawn)
 : 0.3, 91, 0.9, -4, -1.5, 2, 3, 0, -1, -3
Cc1ccc(C)c(NC(=O)CCN2C(=O)c3ccccc3C2=O)c1
 : 0.1, 102, -0.8, 13, 0.3, 0, 2, -2, -1, 4
CC(=O)Nc1ccc(NC(=O)Cc2ccc(-c3ccccc3)cc2)cc1
 : 0.0, 97, 1.1, 2, 2.2, 4, -3, 8, -1, -2
c1nc2ccc(Cc3ccc4nc[nH]c4c3)cc2[nH]1
 : 0.1, 101, 0.7, 11, 0.5, -1, 2, -7, -1, 0
Cc1ccccc1CSCC(=O)NC(=O)NCc1ccco1
 : 0.4, 98, 2.0, 0, -1.2, 1, -3, 2, 4, 2
O=C(Nc1ccccc1)c1ccc2nc(-c3ccco3)c(-c3ccco3)nc2c1
 : 0.2, 85, -2.1, -6, -0.1, 23, 30*, 1, 2, 1
O=c1c2c([nH]n1-c1ccccc1)CCCC2
 : 0.0, 99, -0.3, -1, 0.1, 8, -1, 0, 2, 0
O=C(Nc1ccc2c(c1)OCCO2)c1cccnc1Oc1ccc(Cl)cc1
 : 0.0, 97, 0.9, 9, -0.9, -3, -3, 0, 3, -6
CCOC(=O)C1C(=O)Nc2nc(C)nn2C1c1ccccc1 (stereo not drawn)
 : 0.2, 94, -0.1, 16, -0.4, 4, 4, -6, 0, 6

# High-throughput results as filed in PubChem.
